HP1b chromo inh: blocks HP1-beta chromodomain binding to methylated histone tails; 390,000 compounds, 0.56% hits; Potency, µM (top dose mostly 114 µM), for inactives: top-dose activity change, negative = inhibition, actives largely listed as inhibitors; AID 540317; P83916; AlphaScreen HP1-beta / biotin-H3K9me3 peptide binding; further: nearly all actives have a fitted effect of over 70% in size; inactives centre near 23
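HP1-beta protein (50 nM final) preincubated 30 min at room temperature with biotinylated H3(1-18)K9me3 peptide (50 nM) in PBS pH 7.4, 0.01% Tween-20, then compound added for 30 min. AlphaScreen streptavidin donor/nickel chelate acceptor beads (10 ug/mL final), 30 min dark, luminescence read.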
G9a block: blocks human histone lysine methyltransferase G9a. Potency, µM (series often up to 102 µM), without a hit: at the highest dose activity, negative = inhibition, most hits filed as inhibitors. G9a H3K9 monomethylation, AlphaScreen, 2 h. 350,000 compounds, 8.8% hits. Q96KQ7; further: on the % scale 0 is the no-effect control and ±100 the full control effect; nearly all actives have a fitted effect of over 75% in size
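AlphaScreen read-out: biotin-H3K9 peptide (500 nM) methylation by 20 nM enzyme with 20 uM SAM, 2 h at room temperature after 15 min compound preincubation; anti-monomethyl H3K9 antibody plus donor/acceptor beads, 10 min dark.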
Pin1 inh: inhibitors of human Pin1; Q13526; Pin1 FP peptide displacement, HiFluor488, 10 min; Potency, µM (doses to about 115 µM), for inactives: at the highest dose activity, negative = inhibition, usual class: inhibitors; 390,000 compounds, 0.009% hits; AID 504891; active means well fitted inhibition curve with a large enough effect in the polarisation, with a control signal flat, not every such curve was filed as active; inconclusive means small, poorly fitted or top-dose-only effect, or effect the other way, or a change in a side signal; inactive means no such curve, though single readings can be large or run the other way; the % refers to the polarisation; further: on the % scale 0 is the no-effect control and ±100 the full control effect
BLM inh: inhibitors of human Bloom syndrome helicase BLM; P54132; recombinant BLM DNA unwinding, fluorescence dequenching; 350,000 compounds, 0.2% hits; Potency, µM (top dose mostly 56.1 µM), for inactives: at the highest dose activity change, negative = inhibition, actives largely listed as inhibitors;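 further: plate controls were vehicle for no effect and no enzyme for full effect; nearly all actives have a fitted effect of over 35% in size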
Tb PGK inh: T. brucei PGK inhibition; 380,000 compounds, 0.043% hits; PGK/GAPDH coupled, Kinase-Glo luminescence, 60 min; AID 602233; Potency, µM (highest dose often 57.5 µM), inactives show at the highest dose activity change, negative = inhibition, actives largely listed as inhibitors; further: on the % scale 0 is the no-effect control and ±100 the full control effect; nearly all actives have a fitted effect of over 60% in size
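Recombinant glycosomal PGK reaction used 1,3-bisphosphoglycerate generated in-well by GAPDH (100nM final) in 100mM TEA pH 7.6, 5mM MgCl2, 0.01% Tween-20. After 60 minutes at room temperature, ATP was read by Kinase-Glo Plus luminescence end-point.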
BAZ2B inh: blocks human BAZ2B | Q9UIF8 | AlphaScreen BAZ2B-H3K14Ac peptide displacement | Potency, µM (series often up to 114 µM), inactives show top-dose activity change, negative = inhibition, most hits filed as inhibitors | 360,000 compounds, 4.4% hits | AID 504333; further: on the % scale 0 is the no-effect control and ±100 the full control effect; nearly all actives have a fitted effect of over 60% in size
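Complex of BAZ2B and biotin-H3K14Ac (50 nM apiece) forms over 30 min at RT, then faces library compounds up to 110 uM for another 30 min; AlphaScreen beads added, 20 min dark incubation, luminescence read.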
Pol iota inh: DNA polymerase iota (human) inhibition; Potency, µM (highest dose often 115 µM), inactives show at the highest dose activity, negative = inhibition, most hits filed as inhibitors; AID 588590; Pol iota fluorescent replication assay, 10 min; 390,000 compounds, 1% hits; Q9UNA4
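Pol iota at 10 nM preincubated 15 min with compounds at room temperature; reaction started with fluorescent substrate, 50 nM final. Fluorescence read kinetically at 0 and 10 min; buffer-only wells as negative control.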
GLS inh: inhibitors of human glutaminase (GLS); O94925; GLS enzymatic activity, qHTS titration; Potency, µM (series often up to 45.5 µM), for the others: at the top dose activity change, negative = inhibition, usual class: inhibitors; 410,000 compounds, 0.21% hits; AID 624170; further: on the % scale 0 is the no-effect control and ±100 the full control effect
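Glutamate formation by hKGA was monitored fluorometrically using coupled glutamate oxidase, HRP and Amplex Red. Substrate was added as 1 mM L-glutamine solution; incubation was 30 min at RT after an initial read.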
JMJD2A Tudor inh: blocks the human JMJD2A Tudor domain; 390,000 compounds, 4.4% hits; AlphaScreen JMJD2A-Tudor / H3K4me3 peptide binding; Potency, µM (doses to about 114 µM), for inactives: at the top dose activity change, negative = inhibition, hits mostly inhibitors; further: on the % scale 0 is the no-effect control and ±100 the full control effect; nearly all actives have a fitted effect of over 50% in size
Target sequence (O75164 whole entry, looked up, the tested form may be a part): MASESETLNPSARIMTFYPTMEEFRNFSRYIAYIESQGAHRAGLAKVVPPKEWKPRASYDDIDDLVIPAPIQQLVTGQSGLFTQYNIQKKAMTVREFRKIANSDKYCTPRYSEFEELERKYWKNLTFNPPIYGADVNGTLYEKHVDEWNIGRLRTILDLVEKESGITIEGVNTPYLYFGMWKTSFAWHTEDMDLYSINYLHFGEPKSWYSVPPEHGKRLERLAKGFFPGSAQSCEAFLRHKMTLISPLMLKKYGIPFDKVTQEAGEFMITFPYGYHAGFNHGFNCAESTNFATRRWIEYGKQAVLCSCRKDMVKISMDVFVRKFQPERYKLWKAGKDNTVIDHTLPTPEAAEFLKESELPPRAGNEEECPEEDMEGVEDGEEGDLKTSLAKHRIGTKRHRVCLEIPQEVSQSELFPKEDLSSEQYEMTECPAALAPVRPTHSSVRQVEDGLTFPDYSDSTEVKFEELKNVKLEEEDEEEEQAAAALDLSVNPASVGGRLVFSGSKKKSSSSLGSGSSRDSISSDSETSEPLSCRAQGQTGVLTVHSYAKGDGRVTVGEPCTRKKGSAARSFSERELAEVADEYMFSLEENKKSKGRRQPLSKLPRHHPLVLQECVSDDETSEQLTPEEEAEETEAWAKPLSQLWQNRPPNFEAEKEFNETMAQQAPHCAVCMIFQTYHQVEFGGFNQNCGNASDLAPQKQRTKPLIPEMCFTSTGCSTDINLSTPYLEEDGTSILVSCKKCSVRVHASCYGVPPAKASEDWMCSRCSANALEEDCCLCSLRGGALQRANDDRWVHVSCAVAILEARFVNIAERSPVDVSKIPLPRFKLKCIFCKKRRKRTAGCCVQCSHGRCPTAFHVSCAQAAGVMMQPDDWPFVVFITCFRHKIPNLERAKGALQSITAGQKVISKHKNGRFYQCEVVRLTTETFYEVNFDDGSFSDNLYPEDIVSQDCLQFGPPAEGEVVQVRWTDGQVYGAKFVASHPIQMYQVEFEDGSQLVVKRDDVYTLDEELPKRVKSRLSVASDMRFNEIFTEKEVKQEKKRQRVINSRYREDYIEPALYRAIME
Numbers without * were called inactive; [ ] = another dose, or the depositor's remark. Unless noted, the call rests on the fitted dose curve; in most records, active means well fitted curve in the direction sought with a large enough effect; inconclusive means small, poorly fitted or top-dose-only effect, or another doubt; inactive means no such curve, though single readings can be large; an effect the other way counts as inactive or inconclusive. Potency means the concentration at half of the fitted maximal effect. These rows are one share of the data; the hit share may differ from the screen's.

What do the screens show for `Cc1ccc(C(=O)OCC(=O)N(C)C2CCS(=O)(=O)C2)cc1S(=O)(=O)N1CCOCC1` (stereo unspecified)?
HP1b chromo inh: 15%; G9a block: -28%[59 µM]; Pin1 inh: -6%; Tb PGK inh: -4%; BAZ2B inh: -1%; Pol iota inh: 16%; GLS inh: 6%; JMJD2A Tudor inh: -12%

Results for O=C(NCc1cc(C(F)(F)F)ccc1Cl)c1cccc2c1C(=O)c1ccc(N3CCOCC3)cc1S2(=O)=O ?
HP1b chromo inh: 40%[activator]; Pin1 inh: inconclusive; Tb PGK inh: -8%; Pol iota inh: inconclusive; GLS inh: -24%; JMJD2A Tudor inh: inconclusive

What do the screens show for `O=C1c2cccc(OCC(=O)N3CCCc4ccccc43)c2CCN1Cc1ccccc1`?
HP1b chromo inh: 17%; G9a block: inconclusive; Pin1 inh: -1%; BLM inh: 0%; Tb PGK inh: 9%; BAZ2B inh: -6%; Pol iota inh: -10%; GLS inh: 6%; JMJD2A Tudor inh: -13%

Results for O=C(Nc1oc2ccccc2c(=O)c1-c1ccc(Cl)cc1)c1ccco1 ?
HP1b chromo inh: 45%[activator]; G9a block: inconclusive; Pin1 inh: 5%; BLM inh: -3%; Tb PGK inh: 0%; BAZ2B inh: -21%; Pol iota inh: -23%; GLS inh: -2%; JMJD2A Tudor inh: -14%

Results for O=C(OCCCOC(=O)c1ccc(O)cc1)c1ccc(O)cc1 ?
HP1b chromo inh: 49%[activator]; G9a block: -1%[0.501 µM]; Pin1 inh: -1%; BLM inh: -4%; Tb PGK inh: -5%; BAZ2B inh: -14%; Pol iota inh: -2%; GLS inh: -7%; JMJD2A Tudor inh: -10%

Results for Cc1oc(-c2ccccc2Cl)nc1CS(=O)(=O)CC(=O)NCCN1CCOCC1 ?
HP1b chromo inh: 36%; G9a block: 3%; Pin1 inh: -8%; BLM inh: 2%; Tb PGK inh: -6%; BAZ2B inh: 8%; Pol iota inh: -12%; GLS inh: -2%; JMJD2A Tudor inh: -13%

What do the screens show for `C/C(=N/NC(=O)CNC(=O)COc1cccc(C)c1)c1ccco1`?
HP1b chromo inh: 25%; Pin1 inh: 7%; BLM inh: -5%; Tb PGK inh: -1%; BAZ2B inh: -3%; Pol iota inh: 45%[activator]; GLS inh: 4%; JMJD2A Tudor inh: -10%

Results for CCOc1ccc(-c2nc[nH]c2[N+](=O)[O-])cc1 ?
HP1b chromo inh: 23%; G9a block: 29%; Pin1 inh: 20%; BLM inh: 0%; Tb PGK inh: 0%; Pol iota inh: 3%; GLS inh: 2%; JMJD2A Tudor inh: -9%

What do the screens show for `CCC(=O)Nc1ccc(C(=O)n2ccc(C)n2)cc1`?
HP1b chromo inh: 22%; G9a block: inconclusive; Pin1 inh: -4%; BLM inh: -1%; Tb PGK inh: -6%; BAZ2B inh: -13%; Pol iota inh: 139%[activator]; GLS inh: 3%; JMJD2A Tudor inh: -14%

Results for NS(=O)(=O)c1ccc(CCNC(=O)COC(=O)C2CCCN2C(=O)c2cccs2)cc1 (stereo unspecified) ?
HP1b chromo inh: 53%[activator]; G9a block: 8%[59 µM]; Pin1 inh: -2%; BLM inh: 0%; Tb PGK inh: inactive; Pol iota inh: 25%; GLS inh: -2%; JMJD2A Tudor inh: 0%

How did COCCNC(=O)C1CC(c2cccc(F)c2)=NO1 (stereo unspecified) do in these assays?
HP1b chromo inh: 49%[activator]; G9a block: -5%[12.7 µM]; Pin1 inh: -1%; BLM inh: -3%; Tb PGK inh: -3%; BAZ2B inh: 6%; Pol iota inh: 24%; GLS inh: 1%; JMJD2A Tudor inh: -9%

What do the screens show for `Cc1cc(OC(C)C(=O)Nc2c(C(=O)c3ccc(F)cc3)oc3ccccc23)ccc1Cl` (stereo unspecified)?
HP1b chromo inh: 68%[activator]; G9a block: 11%[59 µM]; Pin1 inh: -4%; BLM inh: -4%; Tb PGK inh: -1%; BAZ2B inh: 5%; Pol iota inh: -3%; GLS inh: 2%; JMJD2A Tudor inh: 35%

Results for COc1ccc(C2CC(c3ccccc3)=NN2C(=O)c2ccc(Cl)c([N+](=O)[O-])c2)cc1 (stereo unspecified) ?
HP1b chromo inh: -10%; G9a block: inconclusive; Pin1 inh: -2%; BLM inh: -7%; Tb PGK inh: -12%; BAZ2B inh: -38%; Pol iota inh: 3%; GLS inh: 4%; JMJD2A Tudor inh: inconclusive

What do the screens show for `CN(Cc1nc2ccccc2n1C)S(=O)(=O)c1ccc(F)cc1`?
HP1b chromo inh: 48%[activator]; G9a block: 11%[59 µM]; Pin1 inh: -4%; BLM inh: 3%; Tb PGK inh: 2%; BAZ2B inh: -3%; Pol iota inh: 63%[activator]; GLS inh: -6%; JMJD2A Tudor inh: -12%

What do the screens show for `COc1cccc(/C=N\NC(=O)c2ccc(Cn3cc(Br)c([N+](=O)[O-])n3)o2)c1O`?
HP1b chromo inh: 11%; G9a block: 15%; Pin1 inh: 2%; BLM inh: 32µM*; Tb PGK inh: -8%; BAZ2B inh: 15%; Pol iota inh: -7%; GLS inh: -1%; JMJD2A Tudor inh: -27%

Part of the list above in order of molecular weight, smallest number first:
Results for CCOc1ccc(-c2nc[nH]c2[N+](=O)[O-])cc1 ?
HP1b chromo inh: 23%; G9a block: 29%; Pin1 inh: 20%; BLM inh: 0%; Tb PGK inh: 0%; Pol iota inh: 3%; GLS inh: 2%; JMJD2A Tudor inh: -9%

Results for COc1ccc(C2CC(c3ccccc3)=NN2C(=O)c2ccc(Cl)c([N+](=O)[O-])c2)cc1 (stereo unspecified) ?
HP1b chromo inh: -10%; G9a block: inconclusive; Pin1 inh: -2%; BLM inh: -7%; Tb PGK inh: -12%; BAZ2B inh: -38%; Pol iota inh: 3%; GLS inh: 4%; JMJD2A Tudor inh: inconclusive

Results for NS(=O)(=O)c1ccc(CCNC(=O)COC(=O)C2CCCN2C(=O)c2cccs2)cc1 (stereo unspecified) ?
HP1b chromo inh: 53%[activator]; G9a block: 8%[59 µM]; Pin1 inh: -2%; BLM inh: 0%; Tb PGK inh: inactive; Pol iota inh: 25%; GLS inh: -2%; JMJD2A Tudor inh: 0%

Further entries
How did CN(c1ccc(F)cc1)S(=O)(=O)c1ccc(Cl)c(C(=O)Nc2ccncc2)c1 do in these assays?
HP1b chromo inh: 3%; G9a block: 11%; Pin1 inh: -2%; Tb PGK inh: 9%; BAZ2B inh: -9%; Pol iota inh: 32%[activator]; GLS inh: 3%; JMJD2A Tudor inh: -34%

What do the screens show for `CCCOc1ccc(-c2cc(C(=O)NCC3CCCO3)c3ccccc3n2)cc1` (stereo unspecified)?
HP1b chromo inh: 34%[activator]; G9a block: 11%[59 µM]; Pin1 inh: 5%; BLM inh: -6%; Tb PGK inh: -10%; BAZ2B inh: 2%; Pol iota inh: 69%[activator]; GLS inh: 0%; JMJD2A Tudor inh: 2%

How did Cc1cc(C)n(-c2ccc(C(=O)Nc3nnc(C)s3)cc2)n1 do in these assays?
HP1b chromo inh: 14%; G9a block: -12%[59 µM]; Pin1 inh: 28%; BLM inh: -4%; Tb PGK inh: -6%; BAZ2B inh: 4%; Pol iota inh: 3%; GLS inh: 4%; JMJD2A Tudor inh: -10%

Results for Cc1cc(C)c(C(=O)N2CCCC(Nc3ccc(C)c(C)c3)C2)o1 (stereo unspecified) ?
HP1b chromo inh: -32%; G9a block: -48%[59 µM]; Pin1 inh: 1%; BLM inh: -4%; Tb PGK inh: -5%; BAZ2B inh: inconclusive; Pol iota inh: 0%; GLS inh: -12%; JMJD2A Tudor inh: inconclusive

Results for O=c1[nH]c2cc(Cl)c(Br)cc2o1 ?
HP1b chromo inh: 9%; Pin1 inh: -4%; Tb PGK inh: -13%; Pol iota inh: 10%; GLS inh: 2%; JMJD2A Tudor inh: -10%

Results for COc1ccc(C(=O)C2CCCN(C(=O)c3ccc(F)cc3)C2)cc1OC (stereo unspecified) ?
HP1b chromo inh: 16%; G9a block: 94%[activator]; Pin1 inh: 2%; BLM inh: -1%; Tb PGK inh: -15%; BAZ2B inh: 0%; Pol iota inh: 33%[activator]; GLS inh: 9%; JMJD2A Tudor inh: -14%

What do the screens show for `CCOc1ccc(NC(=O)C2CCCN2S(=O)(=O)c2ccc(OCC)cc2)cc1` (stereo unspecified)?
HP1b chromo inh: 24%; G9a block: -5%; Pin1 inh: 3%; BLM inh: -1%; Tb PGK inh: -10%; BAZ2B inh: -2%; Pol iota inh: 134%[activator]; GLS inh: 1%; JMJD2A Tudor inh: -9%

How did CC(=O)c1ccc(OC(=O)COc2ccccc2Cl)cc1 do in these assays?
HP1b chromo inh: 62%[activator]; Pin1 inh: 1%; BLM inh: 1%; Tb PGK inh: 0%; BAZ2B inh: -1%; Pol iota inh: -13%; GLS inh: 6%; JMJD2A Tudor inh: 6%

Results for COc1ccc(C(=O)NC(=S)Nc2ccc(CN3CCCCC3)cc2)cc1Cl ?
HP1b chromo inh: -34%; G9a block: 13µM*; Pin1 inh: 5%; BLM inh: -1%; Tb PGK inh: 4%; BAZ2B inh: inconclusive; Pol iota inh: 128%[activator]; GLS inh: -20%; JMJD2A Tudor inh: inconclusive

Results for Cc1ccc(CCNC(=O)C2CCC(=O)N2Cc2ccc(F)cc2)cc1 (stereo unspecified) ?
HP1b chromo inh: 19%; G9a block: 6%[12.7 µM]; Pin1 inh: -1%; BLM inh: -3%; Tb PGK inh: -2%; BAZ2B inh: -3%; Pol iota inh: 38%[activator]; GLS inh: -7%; JMJD2A Tudor inh: -13%

How did O=C1CN(C(=O)COC(=O)CCC(=O)c2ccc3c(c2)OCCO3)c2ccccc2N1 do in these assays?
HP1b chromo inh: 49%[activator]; G9a block: -3%[12.7 µM]; Pin1 inh: 0%; BLM inh: -1%; Tb PGK inh: 4%; BAZ2B inh: 3%; Pol iota inh: -5%; GLS inh: -1%; JMJD2A Tudor inh: -8%[11.4 µM]
